High-throughput results (PubChem)
Yeast tox – yeast growth toxicity, wild-type and mutant, primary screen, cytotoxicity control for eIF2B function restoration project, wild-type and eIF2Bepsilon R284H mutant, A595; S. cerevisiae wild-type growth, A595 turbidity, 16 h; AID 685, 2007; growth inhibition, % at 25 µM (by protocol); actives 0.3% (n = 30,000);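 active means mutant and wild-type yeast strains alike exhibit over 30% growth inhibition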;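 further: 0% = untreated cell controls and 100% = YPD media blanks without cells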
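Schedule: 16 h growth with compound, 30 °C. System: yeast, wild-type or eIF2Bepsilon-R284H mutant. Doses: one dose, 25 µM compound[…]. Buffer or medium: YPD. Signal: turbidity measured as absorbance at 595 nm. Read-out basis: growth inhibition (%) versus cell controls and blanks.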
Yeast eIF2B – GCN4-lacZ reporter reduction in eIF2B-epsilon mutant yeast, primary screen, S. cerevisiae, eIF2B-epsilon R284H, Beta-Glo luminescence. actives 0.91% (n = 27,000). inhibition, % at 25 µM (by protocol);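 active means mutant luminescence inhibited past about 50% while wild type luminescence and mutant growth stay under set limits, limit read from the data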; further: some compounds called inactive have numbers as strong as hits
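Material – yeast eIF2B-epsilon R284H mutant carrying GCN4–beta-galactosidase fusion · Medium – YPD yeast growth medium · Compound – one concentration, 25 µM, 0.25% DMSO · Times – 16 h at 30 °C exposure · Signal – Beta-Glo luminescence plus absorbance at 595 nm · Read-out – % inhibition of reporter signal and growth versus controls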
Yeast tox inhibition % – second read-out of Yeast tox, no call of its own (marks repeat the call); growth inhibition, %; S. cerevisiae eIF2Bepsilon-R284H mutant growth, A595 turbidity, 16 h;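 each compound tested once at 25 µM; 0% equals untreated cells and 100% equals cell-free medium blanks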
Yeast eIF2B mutant toxicity – second read-out of Yeast eIF2B, no call of its own (marks repeat the call); growth inhibition, %; measured here: mutant yeast growth, toxicity;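 each compound tested once at 25 µM; zero equals untreated control growth and 100 equals blank medium absorbance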
The depositor's hits bear a star; nt = no result given.

Start of the listing, in advance:
SMILES	Yeast tox	Yeast tox inhibition %	Yeast eIF2B	Yeast eIF2B mutant toxicity
CCN(Cc1ccccc1)C(c1ccc(C(F)(F)F)cc1)c1nnnn1C(C)(C)C (configuration not stated)	-2	6	nt	nt
O=C(OCc1c(Cl)cccc1Cl)c1ccccn1	0	7	15	7

The list itself, repeating the preview:
SMILES	Yeast tox	Yeast tox inhibition %	Yeast eIF2B	Yeast eIF2B mutant toxicity
CCN(Cc1ccccc1)C(c1ccc(C(F)(F)F)cc1)c1nnnn1C(C)(C)C (configuration not stated)	-2	6	nt	nt
O=C(OCc1c(Cl)cccc1Cl)c1ccccn1	0	7	15	7
O=C(CC(c1ccccc1)c1ccccc1)Nc1ccc2c(c1)OCCO2	14	-9	26	-9
COc1cc(C2SCC(=O)N2CCCN(C)C)cc(OC)c1OC (configuration not stated)	12	6	14	6
CC1(C)CC(=O)C2=C(C1)OC(N)=C(C#N)C2C1CC=CCC1 (configuration not stated)	2	13	26	13
O=C1OC(Nc2ccccn2)c2ccccc21 (configuration not stated)	5	-19	4	-19
c1ccc2c(CSc3nnc(-c4ccncc4)o3)cccc2c1	-63	-5	5	-5
COC(=O)c1ccc(Oc2c(C)oc3c(CN4CCN(C)CC4)c(O)ccc3c2=O)cc1	-13	-13	36	-13
COc1ccc(S(=O)(=O)Nc2ccc(S(=O)(=O)N3CCOCC3)cc2)cc1C	nt	nt	2	nt
CCOC(=O)C1=C(OCc2ccc(Cl)cc2)C2C=C(C)C=CC2N=C1 (configuration not stated)	-2	13	15	13
O=c1c2cc3c(=O)n(CC4CCCO4)c(=O)c3cc2c(=O)n1CC1CCCO1 (configuration not stated)	7	19	34	19
COc1ccc(Nc2nc(NC(C)(C)C)nc(N3CCCC3)n2)c(OC)c1	7	15	nt	nt
Cc1nnc2ccc(N3CCC4(CC3)OCCO4)nn12	0	4	1	4
O=C(CSc1nc2ccccc2c(=O)[nH]1)Nc1ccc(S(=O)(=O)N2CCCC2)cc1	41	-18	-2	-18
O=C(CN1CCN(C2CCCCC2)CC1)Nc1ccccc1N1CCCCC1	nt	nt	14	nt
Cc1ccc(O)c(C2=NCCNC(C(F)(F)C(F)F)=C2)c1	17	10	16	10
CCCc1nc2sc3ccccc3c(=O)c2c(=O)n1CCOC	7	-8	44	-8
COC(=O)c1cccc(NC(=O)C(C)N2C(=O)c3ccccc3C2=O)c1 (configuration not stated)	7	-4	-13	-4
O=Cc1cn(CC(=O)NCC2CCCO2)c2ccccc12 (configuration not stated)	-4	8	26	8
Cc1cccc(NC(=O)c2cc(=O)c3ccccc3o2)n1	-6	5	-41	5
CCN1C(=O)CC(NNC(=O)c2ccc(Cl)cc2)C1=O (configuration not stated)	6	-24	13	-24
CC(C)NC(=O)c1ccc2c(c1)N(CC(=O)N1CCOCC1)C(=O)C(C)(C)O2	-17	-27	21	-27
Cc1nn(Cc2ccc(Cl)cc2Cl)c(C)c1NC(=O)c1nc2n(n1)C(C(F)F)CC(C)N2 (configuration not stated)	-8	-14	12	-14
CC(Sc1n[nH]c(N)n1)C(=O)C12CC3CC(CC(C3)C1)C2 (configuration not stated)	18	0	-19	nt
Cc1csc(N2CCc3ccccc32)n1	-2	3	18	3
O=C(Cc1c(C(=O)O)[nH]c2ccc(Cl)cc12)Nc1ccc2c(c1)OCCO2	12	-8	22	-8
Cc1sc2ncn(CC(=O)NCCCC(=O)N3CCN(c4ncccn4)CC3)c(=O)c2c1C	15	-19	21	-19
CCCNC(=O)C1CCN(c2ccc(S(=O)(=O)N3CCOCC3)cc2Cl)CC1	-9	3	1	3
Cc1sc2ncn(CC(=O)NCC(=O)N(C)Cc3ccccc3)c(=O)c2c1C	-4	-2	5	-2
Nc1cc(=O)[nH]c(SCc2cccc(Cl)c2)n1	6	-4	26	-4
CC(C)(Oc1ccc(Cl)cc1)C(=O)NC1CCSC1=O (configuration not stated)	12	-20	nt	nt
COc1ccc(N2CCN(Cc3ccc(Br)s3)CC2)cc1	16	10	0	10
COc1ccc(Cl)cc1Nc1nc(C)cc(=O)[nH]1	6	26	-22	26
Cc1ccc(C2(C)NC(=O)N(CC(=O)NC(=O)NCCC(C)C)C2=O)cc1 (configuration not stated)	22	-23	15	-23
c1ccc2c(c1)C(=NCC1CCCO1)NC2=NCC1CCCO1 (configuration not stated)	32	20	22	20
Cc1cc(C(=O)NCc2ccco2)no1	4	12	nt	nt
CCc1sc(NC(=O)COC)nc1-c1ccccc1	12	17	8	17
Cc1cc(C)n(C(=O)c2c([N+](=O)[O-])cnn2C)n1	-7	-10	nt	nt
Cc1nn(CCO)c(C)c1Oc1ccccc1O	nt	nt	-8	nt
Cc1oc(C2CC2)cc1C(=O)O	2	-23	nt	nt
CCc1ccc(NC(=O)Cc2cn(C)c3ccccc23)cc1	-13	15	nt	nt
C=CCOn1c(=O)c(-c2cccs2)[n+]([O-])c2ccccc21	9	-3	16	-3
Cc1ccccc1OCCCCc1c(C)n[nH]c1C	31	26	2	26
CCN(C(=O)c1cc2cccc(OC)c2oc1=O)c1ccccc1	-1	15	-5	15
O=C(CN1C(=O)c2ccccc2C1=O)Nc1ccc2c(c1)OCO2	10	-4	37	-4
CCC(CC)COC(=O)C(C#N)c1nc2ccccc2nc1N1CCOCC1 (configuration not stated)	12	-27	14	-27
CCCSc1nnc2n(-c3ccccc3OC)c(=O)c3c4c(sc3n12)CCC4	-7	9	4	9
Cc1ccc(OCC(=O)N2CCCc3ccccc32)cc1	-2	13	nt	nt
Cc1nn2c(NCC(C)C)c3c(nc2c1-c1ccccc1)CCC3	21	-5	-17	-5
O=C(NC1CCCC1)C1C2C=CC(C2)C1C(=O)N1CCOCC1 (configuration not stated)	1	24	14	24
Cc1ccc(N(C(C)C(=O)O)S(=O)(=O)c2c(C)n[nH]c2C)cc1 (configuration not stated)	16	14	21	14
COc1ccc(NC(=O)CN2CCN(CC(=O)Nc3ccccc3Cl)CC2)c(OC)c1	25	3	nt	nt
O=C(CCn1cccc1)NCc1ccc2c(c1)OCO2	-9	9	44	9
CCOc1ccc(OCC(=O)Nc2ccc(S(=O)(=O)Nc3cc(C)nc(C)n3)cc2)cc1	2	-7	10	-7
COc1cc2nc(NCCCN3CCN(C)CC3)n3nc(-c4ccccc4)nc3c2cc1OC	12	32	23	32
CCOC(=O)c1[nH]c(C)c(C(=O)N2CCN(c3ccc(F)cc3)CC2)c1C	18	8	21	8
O=C(CCn1nc(-c2ccc(Cl)cc2)ccc1=O)NCc1ccccn1	5	-10	nt	nt
Cn1c(SCC(=O)NCc2ccc3c(c2)OCO3)nnc1-c1c[nH]c2ccccc12	1	-32	-26	-32
Cc1cccc2cc(C#N)c(NCCCn3ccnc3)nc12	11	-23	9	-23
O=C1CSC(c2cccnc2)N1c1ccc(F)cc1 (configuration not stated)	3	13	nt	nt

22 compounds out of the list, ordered by molar mass, rising.
SMILES	Yeast tox	Yeast tox inhibition %	Yeast eIF2B	Yeast eIF2B mutant toxicity
Cc1oc(C2CC2)cc1C(=O)O	2	-23	nt	nt
Cc1cc(C(=O)NCc2ccco2)no1	4	12	nt	nt
Cc1nn(CCO)c(C)c1Oc1ccccc1O	nt	nt	-8	nt
Cc1cc(C)n(C(=O)c2c([N+](=O)[O-])cnn2C)n1	-7	-10	nt	nt
Cc1ccccc1OCCCCc1c(C)n[nH]c1C	31	26	2	26
O=C(CCn1cccc1)NCc1ccc2c(c1)OCO2	-9	9	44	9
O=C1CSC(c2cccnc2)N1c1ccc(F)cc1 (configuration not stated)	3	13	nt	nt
CCc1sc(NC(=O)COC)nc1-c1ccccc1	12	17	8	17
Cc1ccc(OCC(=O)N2CCCc3ccccc32)cc1	-2	13	nt	nt
Cc1cccc2cc(C#N)c(NCCCn3ccnc3)nc12	11	-23	9	-23
CCc1ccc(NC(=O)Cc2cn(C)c3ccccc23)cc1	-13	15	nt	nt
C=CCOn1c(=O)c(-c2cccs2)[n+]([O-])c2ccccc21	9	-3	16	-3
O=C(NC1CCCC1)C1C2C=CC(C2)C1C(=O)N1CCOCC1 (configuration not stated)	1	24	14	24
Cc1nn2c(NCC(C)C)c3c(nc2c1-c1ccccc1)CCC3	21	-5	-17	-5
CCN(C(=O)c1cc2cccc(OC)c2oc1=O)c1ccccc1	-1	15	-5	15
O=C(CN1C(=O)c2ccccc2C1=O)Nc1ccc2c(c1)OCO2	10	-4	37	-4
Cc1ccc(N(C(C)C(=O)O)S(=O)(=O)c2c(C)n[nH]c2C)cc1 (configuration not stated)	16	14	21	14
O=C(CCn1nc(-c2ccc(Cl)cc2)ccc1=O)NCc1ccccn1	5	-10	nt	nt
CCOC(=O)c1[nH]c(C)c(C(=O)N2CCN(c3ccc(F)cc3)CC2)c1C	18	8	21	8
CCC(CC)COC(=O)C(C#N)c1nc2ccccc2nc1N1CCOCC1 (configuration not stated)	12	-27	14	-27
CCOc1ccc(OCC(=O)Nc2ccc(S(=O)(=O)Nc3cc(C)nc(C)n3)cc2)cc1	2	-7	10	-7
COc1cc2nc(NCCCN3CCN(C)CC3)n3nc(-c4ccccc4)nc3c2cc1OC	12	32	23	32

Going on with the list:
SMILES	Yeast tox	Yeast tox inhibition %	Yeast eIF2B	Yeast eIF2B mutant toxicity
CSc1nc(SCC(N)=O)c2c3c(sc2n1)CN(C)CC3	12	17	11	17
O=C(Nc1ccccc1)OC1C2CCC1C(N1CCCCC1)CC2 (configuration not stated)	19	4	nt	nt
COc1cc(C)c(Cl)cc1S(=O)(=O)NCc1ccco1	21	12	-5	12
CCCc1cc(C(=O)Nc2cccnc2Cl)no1	42	13	nt	nt
Cc1cc(C)n(C(=O)CCC(=O)NCc2ccccc2)n1	9	0	12	nt
CN=C1SC(CC(=O)Nc2ccc(C(C)=O)cc2)C(=O)N1C (configuration not stated)	18	-10	nt	nt
Cc1oc(CC(C)C)c(CN2CCCC2)c1C(=O)O	8	-10	27	-10
Cc1ccc(CN(C(=O)Cn2nnc3ccccc32)C(C(=O)NCc2ccco2)c2ccc(C)o2)cc1 (configuration not stated)	nt	nt	0	nt
Cc1ccn2cc(C(=O)Nc3nnc(C)s3)nc2c1	6	8	19	8
Cc1cc(C(=O)OCC(=O)c2ccc(Br)s2)c(C)o1	-6	-13	8	-13
COc1ccc(CN(Cc2cc3cccc(C)c3[nH]c2=O)C(=O)N(C)C)cc1	18	19	21	19
Cc1ccc(C(=O)N(c2c(C)n(C)n(-c3ccccc3)c2=O)C(C)C)cc1	20	8	25	8
O=C(c1noc2c1CCCC2)N1CCN(Cc2ccccc2)CC1	-12	4	4	4
CCOC(=O)N1CCC(NC(=O)c2cc(C)c3c(C)nn(-c4ccccc4)c3n2)CC1	2	-43	19	-43
O=C(NC12CC3CC(CC(C3)C1)C2)C1=COCCO1	11	3	13	3
CCCSc1nc(C)cc(C)c1C(N)=O	3	-14	-5	-14
Cn1c(=O)c2c(-c3ccccc3)n(-c3ccccc3O)cc2n(C)c1=O	19	14	1	14
Cc1c(N(C)C(=O)c2ccc3c(c2)OCO3)c(=O)n(-c2ccccc2)n1C	25	26	nt	nt

Not all compounds are listed, so the mix of outcomes need not match the whole.
